Compound activity (PubChem)
GPR151 activ – human GPR151 activation; Q8TDV0; 650,000 tested, 1% active; activation, % at 11.2 µM; PathHunter beta-arrestin GPR151 cells, luminescence; in the data active means activation above about 4.9%;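 further: 0% = median of compound wells and 100% = cells with positive control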
Target sequence (Q8TDV0 whole entry, looked up): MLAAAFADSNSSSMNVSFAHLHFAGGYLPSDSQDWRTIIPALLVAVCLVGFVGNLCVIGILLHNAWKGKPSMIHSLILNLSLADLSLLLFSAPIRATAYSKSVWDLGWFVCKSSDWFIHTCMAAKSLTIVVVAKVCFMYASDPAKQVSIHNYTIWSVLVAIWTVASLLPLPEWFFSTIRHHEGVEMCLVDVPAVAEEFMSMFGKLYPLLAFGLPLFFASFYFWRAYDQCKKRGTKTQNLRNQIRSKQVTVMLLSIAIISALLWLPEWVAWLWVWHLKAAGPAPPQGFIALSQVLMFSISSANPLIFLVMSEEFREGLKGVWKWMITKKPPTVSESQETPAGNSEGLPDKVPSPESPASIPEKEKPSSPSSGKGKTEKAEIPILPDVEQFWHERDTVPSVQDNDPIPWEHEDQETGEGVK
MITF primary – blocks human microphthalmia-associated transcription factor. O75030. AlphaScreen MITF homodimerization, bead proximity signal. inhibition, % at 2.6 µM. 650,000 tested, 0.91% active. AID 1259374; in the data active means inhibition above about 50%;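 further: 0% = vehicle wells with protein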
Target sequence (O75030 whole entry, looked up): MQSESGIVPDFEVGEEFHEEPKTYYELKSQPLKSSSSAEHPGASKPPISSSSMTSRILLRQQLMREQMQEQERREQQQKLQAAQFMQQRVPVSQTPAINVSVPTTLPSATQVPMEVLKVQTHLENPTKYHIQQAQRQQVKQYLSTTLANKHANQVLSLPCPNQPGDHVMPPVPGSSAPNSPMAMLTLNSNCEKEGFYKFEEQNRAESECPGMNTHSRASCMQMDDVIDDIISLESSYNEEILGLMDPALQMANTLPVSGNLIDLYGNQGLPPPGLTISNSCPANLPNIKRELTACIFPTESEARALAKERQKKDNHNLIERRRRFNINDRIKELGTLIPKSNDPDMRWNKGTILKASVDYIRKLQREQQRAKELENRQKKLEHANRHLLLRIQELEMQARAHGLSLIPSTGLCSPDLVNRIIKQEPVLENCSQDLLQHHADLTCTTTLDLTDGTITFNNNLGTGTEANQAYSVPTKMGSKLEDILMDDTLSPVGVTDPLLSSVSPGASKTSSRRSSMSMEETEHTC
TEAD-YAP inh – TEAD-YAP interaction inhibition; inhibition, % at 9.12 µM; 640,000 tested, 1.4% active; HEK-TIYL cells, TEAD-Gal4/YAP UAS-luciferase luminescence; in the data active means inhibition above about 32%;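 further: 0% = median of test compound wells and 100% = reference inhibitor wells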
FBW7 act – activators of human E3 ligase FBW7; Q969H0; AlphaScreen FBW7–phospho-cyclin E peptide binding, activator screen; normalized activity (activation), % at 26.1 µM; 650,000 tested, 0.13% active; in the data active means normalized activity above about 1.9%;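 further: purified mutant Fbw7 with reduced substrate affinity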
* hit, by the source's call; · = no result given; & = joins results of further samples. These rows are one share of the data. The share of hits here may be higher or lower than overall.

SMILES | GPR151 activ | MITF primary | TEAD-YAP inh | FBW7 act
CCC1(c2ccccc2)C(=O)NC(=O)N(CN2CCCCC2)C1=O (configuration not stated) | 2.0 | 6.3 | 1.5 | 0.0
Cc1nc2c(c(C)nn2-c2ccccc2)c(C)c1CCC(=O)N1CCC2(CC1)OCCO2 | 0.0 | -22.5 | -11.5 | -0.2
COc1ccc2ccccc2c1CN1CCN(C(=O)COc2ccccc2)CC1 | 0.1 | 37.0 | 4.8 | -0.2
NCC(=O)Nc1ccc(Br)cc1C(=O)c1ccccc1Cl | 0.5 | 13.2 | 11.6 | 0.1
CCCCOc1ccccc1C1C(C#N)=C(N)Oc2c1c(=O)oc1ccccc21 (configuration not stated) | -1.7 | -4.8 | -0.5 | 0.7
CN(C)CCN(C(=O)COc1ccccc1)c1nc2ccccc2s1 | 0.8 | -2.1 | -4.1 | -0.1
COc1ccc(CCNCc2cccc(OC)c2)cc1 | -0.3 | 14.0 | 7.1 | 0.1
CC(=O)NCC(=O)Nc1ccc(Br)cc1C(=O)c1ccccc1 | -0.7 | -14.8 | 7.9 | -0.1
CC1=C(c2ccccn2)Oc2ccccc2O1 | 0.5 | 26.0 | 2.3 | 0.1
CC(C)(C)CN1CCN(Cc2cccc3c2OCO3)CC1CCO (configuration not stated) | 4.2 | 2.7 | -9.2 | -0.1
O=C(Cn1ncc2c1-c1ccccc1OC2)N1CCC2(CC1)OCCO2 | 1.2 | 6.5 | 1.4 | -0.1
Cc1ccc(NC(=O)c2c(O)c3c(n(Cc4ccco4)c2=O)CCCC3)c(Br)c1 | -0.7 | 19.0 | -1.4 | 0.0
O=C(Cn1cc2c(n1)CCCCC2)N1CCC2(CC1)OCCO2 | -0.1 | -2.2 | -14.8 | -0.1
CC(C)CN1CCN(Cc2ccccc2C(F)(F)F)CC1CCO (configuration not stated) | -1.3 | 16.0 | 7.1 | 0.1
CN(CC(=O)c1ccccc1F)C1CCCCC1 | -0.5 | 27.8 | 6.5 | 0.0
O=[N+]([O-])c1cc(F)c(N2CCCCC2)cc1N1CCNCC1 | 0.1 | -6.8 | 20.0 | -0.1
COc1ccc(-n2c(-c3ccc([N+](=O)[O-])cc3)nc3ccccc3c2=O)cc1 | -0.7 | 7.7 | -6.3 | 1.3
CCOC(=O)COc1cc(C)cc2oc(=O)c3c(c12)CCCC3 | 0.2 | 9.9 | -4.3 | 0.4
CSc1cccc2sc(N(CCN3CCOCC3)C(=O)Cc3ccc(F)cc3)nc12 | -1.8 | -3.2 | -20.2 | -0.2
COc1ccc(/C=C(\C)[N+](=O)[O-])cc1OC | 2.7 | -4.0 | 16.9 | -0.1
O=c1c2ccccc2nc(/C=C/c2cccc([N+](=O)[O-])c2)n1-c1ccccn1 | -1.6 | 2.6 | -1.4 | 0.0
Cc1cc(OCc2c(C)c(C)cc(C)c2C)c2c3c(c(=O)oc2c1)CCC3 | -0.3 | -4.9 | -1.6 | 0.0
CC1(C)C(c2ccccc2)=NC(c2cccnc2)N1O (configuration not stated) | 0.4 | -1.5 | 11.7 | -0.1
CC(CO)NCCNc1ccc([N+](=O)[O-])c2cccnc12 (configuration not stated) | 0.8 | 18.5 | -7.3 | 0.0
COc1ccc(OC)c(CN2CCN(C(C)C)C(CCO)C2)c1 (configuration not stated) | -0.9 | 3.0 | 11.1 | 0.0
CCOP(=O)(OCC)C(NC(=O)/C=C/c1ccccc1)C(Cl)(Cl)Cl (configuration not stated) | 0.7 | -1.5 | 4.0 | 0.1
CCN(CC)c1ccc(CNCCc2c(C)[nH]c3ccccc23)cc1 | 0.3 | 74.8* | 9.4 | -0.5
Cc1cccc2c(O)c(CC3C(=O)C4CCN3CC4)c(=O)oc12 (configuration not stated) | 0.4 | -7.9 | 1.1 | -0.1
CCC1(C(=O)c2ccccc2)C2c3cc(Br)ccc3OC(=O)C21C(=O)OC (configuration not stated) | -0.2 | 9.0 | 8.3 | 0.0
CCOc1cc(CN2CCN(C(C)C)CC2)ccc1OC | -0.1 | 54.7* | 9.5 | 0.0
O=c1cccc2n1CC1CC2CN(Cc2ccc3ccccc3c2)C1 (configuration not stated) | 2.2 | 14.4 | -6.8 | 0.1
N[C@@H](CCCCP(=O)(O)O)C(=O)O | 0.3 | 25.1 | · | 0.2
O=c1c(-c2ccccc2)coc2c(CN3CCCCC3)c(O)ccc12 | 5.1* | 3.2 | 7.6 | 0.1
C=CCN1C(=O)C2(C(C#N)=C(N)Oc3ccccc32)C(C(=O)OCc2ccccc2)=C1C (configuration not stated) | -0.7 | 13.1 | 5.7 | 0.1
CCN1CCN(Cc2ccc(OC)cc2O)CC1 | 0.2 | 22.1 | 1.8 | 0.2
CCOC(=O)C1C2NC(=S)N(c3ccc(Br)cc3)C1(C)Oc1ccccc12 (configuration not stated) | -0.8 | 16.8 | 24.1 | -0.6
O=C1NC(=O)C(CCc2ccncc2)(CCc2ccncc2)C(=O)N1CCc1ccccc1 | 3.7 | 10.0 | -0.8 | 0.0
CCOC(=O)C1=C(N)Oc2cc(C)n(CC)c(=O)c2C12C(=O)N(C)c1ccccc12 (configuration not stated) | -1.9 | 16.5 | -2.4 | 0.4
Clc1ccccc1C1NCCc2[nH]cnc21 (configuration not stated) | -1.3 | 10.7 | -2.1 | 0.2
COC(=O)c1ccc(CN2CCN(C)CC2)cc1 | -0.4 | 8.1 | -6.9 | 0.0
C[N+]1(C)C2CC(OC(=O)C(CO)c3ccccc3)CC1C1OC12 (configuration not stated) | -1.5&0.2&1.9 | 6.3&-73.9&-13.1 | 9.3&1.7&-3.4 | 0.0&0.3&0.0
O=C(COc1ccc(Br)cc1)N1CCN(Cc2ccc3c(c2)OCO3)CC1 | 2.1 | 63.9* | 9.4 | 0.1
C=CCN1CC[C@]23c4c5ccc(O)c4OC2C(=O)CC[C@@]3(O)[C@H]1C5 (some centres not stated) | -1.8&-1.1 | -6.6&-7.0 | 4.7&-6.8 | -0.1&0.0
Cc1ccc(C2=NCC(=O)N(CC(=O)NCc3ccco3)c3sc4c(c32)CCCC4)cc1 | 0.3 | 2.8 | 5.3 | 0.0
O=C1OC(c2cncc(Br)c2)=N/C1=C\c1ccc(Cl)cc1 | -0.6 | 19.3 | 3.5 | 0.3
COc1cc(CN2CCN(C(C)C)CC2)cc(OC)c1OC | -0.9 | 82.2* | 5.4 | -0.2
C=CCN(CC#CCOc1ccccc1OC)CC=C | 10.6* | 60.4* | -11.3 | 0.1
Oc1cccc(CN2CCN(Cc3ccccc3)CC2)c1 | 1.0 | -1.6 | -2.9 | 0.1

The closing 6 entries of the section before open the next one:
SMILES | GPR151 activ | MITF primary | TEAD-YAP inh | FBW7 act
C=CCN1CC[C@]23c4c5ccc(O)c4OC2C(=O)CC[C@@]3(O)[C@H]1C5 (some centres not stated) | -1.8&-1.1 | -6.6&-7.0 | 4.7&-6.8 | -0.1&0.0
Cc1ccc(C2=NCC(=O)N(CC(=O)NCc3ccco3)c3sc4c(c32)CCCC4)cc1 | 0.3 | 2.8 | 5.3 | 0.0
O=C1OC(c2cncc(Br)c2)=N/C1=C\c1ccc(Cl)cc1 | -0.6 | 19.3 | 3.5 | 0.3
COc1cc(CN2CCN(C(C)C)CC2)cc(OC)c1OC | -0.9 | 82.2* | 5.4 | -0.2
C=CCN(CC#CCOc1ccccc1OC)CC=C | 10.6* | 60.4* | -11.3 | 0.1
Oc1cccc(CN2CCN(Cc3ccccc3)CC2)c1 | 1.0 | -1.6 | -2.9 | 0.1
COC(=O)CCN1CC2CC(C1)c1cccc(=O)n1C2 (configuration not stated) | 0.4 | 12.3 | -0.4 | -0.1
COc1ccc(CN2CCN(C(C)C)CC2CCO)c(C)c1C (configuration not stated) | -0.4 | 4.0 | 7.8 | 0.1
CCC1(CC)C(=O)NC(=O)N(C(=O)c2cccc([N+](=O)[O-])c2)C1=O | 0.0 | -2.0 | 8.2 | 0.0
COc1ccc(-n2nc(C(=O)NCC(=O)N3CCC4(CC3)OCCO4)c3ccccc3c2=O)cc1 | -1.5 | 2.5 | -11.4 | 0.3
Cc1cc(C=C2C(=O)NC(=S)NC2=O)c(C)n1C1CCCC1 | -0.7 | 2.3 | -4.4 | -0.2
C[C@@H](N)Cn1ccc2cc(F)c(Cl)cc21 | -0.2 | 16.1 | · | -0.1
COc1ccc(CCNCc2ccc(O)cc2)cc1 | 1.2 | 37.4 | 0.0 | 0.2
Cc1nc2ccccc2c(=O)n1-c1ccc(Cl)cc1[N+](=O)[O-] | -0.4 | 16.4 | 2.1 | 0.1
COc1ccc(-c2nc3ccccc3n2OC(=O)N(C)C)cc1 | 2.6 | 12.9 | -9.4 | 0.0
COc1ccc(NC(=S)NC(NC(=O)CF)C(Cl)(Cl)Cl)cc1[N+](=O)[O-] (configuration not stated) | 0.2 | 11.6 | 12.9 | -0.1
C=CCNC(=O)CN1C2CCC1CC(O)(c1ccccn1)C2 (configuration not stated) | -1.6 | 26.0 | 2.7 | 0.0
CCOC(=O)C1C2c3ccccc3O[C@]1(C)N=C1SCC(=O)N12 (some centres not stated) | -0.1 | -1.2 | 10.2 | 0.1
O=c1cccc2n1CC1CC2CN(C(=S)Nc2ccc(I)cc2)C1 (configuration not stated) | -0.9 | 8.4 | 5.7 | 0.9
O=[N+]([O-])c1ccc(Cl)cc1N/N=C1\CN2CCC1CC2 | 1.1 | 9.4 | 3.6 | -0.1
CN1CCN(/N=C/c2ccc(OP(=S)(c3ccncc3)c3ccncc3)cc2)CC1 | -1.3 | 15.8 | -1.0 | 0.4
Cn1c(O)c(C=NCc2cccs2)c(=O)n(C)c1=O | -0.6 | -1.0 | 7.6 | -0.1
OCCN(CC#CC(O)(c1ccccc1)C1CCCC1)CCO (configuration not stated) | 0.7 | 0.6 | -8.3 | -0.1
O=C(O)CN1C2=[N+](CCS2)CC1c1ccccc1 (configuration not stated) | -1.0 | 2.9 | -12.7 | -0.1
Cc1cc(C(=O)O)c(C)n1C1CCCCC1 | -0.5 | -4.8 | 2.2 | -0.1
O=C(Nc1ccccc1F)N1CCC2(CC1)OCc1cc(Br)ccc1O2 | -1.4 | -52.7 | 4.4 | -0.1
O=c1c2ccccc2nc(/C=C/c2ccccc2)n1-c1ccccc1 | 0.2 | 5.8 | -3.8 | -0.1
COc1cccc(NC(=O)c2c(O)c3c(n(Cc4ccco4)c2=O)CCCC3)c1 | 0.4 | 22.8 | 6.2 | 0.1
O=C(O)C1c2cccn2-c2ccccc2CN1Cc1cccnc1 (configuration not stated) | 1.1 | -2.6 | 10.7 | -0.4
CCc1c(O)n(C(C)CC)c(=S)[nH]c1=O (configuration not stated) | -0.3 | -3.8 | 4.4 | -0.2
O=c1c2ccccc2nc(/C=C/c2cccnc2)n1-c1ccccc1 | -0.7 | 12.5 | 17.0 | 0.0
CCc1c(C(=O)NCCn2ccnc2)c(=O)cc(C)n1Cc1ccc(OC)cc1 | -0.8 | 1.4 | 4.9 | 0.1
Cc1ccc(C2=CCN(CC(=O)NC3CCCC3)CC2)o1 | 0.0 | 11.3 | 9.7 | 0.3
C/C(CCc1ccc2c(c1)OCO2)=N\N=C(N)N | 1.8 | -1.6 | -5.9 | -0.1
Cc1n[nH]c(C)c1CCN1CCOCC1 | -1.0 | 2.9 | 6.6 | -0.1
CCOC(=O)CN1C(=O)CN=C(c2ccccc2)c2cc(Cl)ccc21 | -0.5 | -18.4 | -0.5 | -0.3
COc1cc(C)c(CN2CCN(CCO)CC2)cc1C | 0.8 | 51.5* | 1.9 | 0.1
CC(C)=CCCC1(C)C=Cc2c(O)c3c(c(CC=C(C)C)c2O1)OC12C(=CC4CC1C(C)(C)OC2(C/C=C(/C)C(=O)O)C4O)C3=O (configuration not stated) | 0.5 | -12.8 | 2.5 | 1.0
COc1ccc(C(C[N+](=O)[O-])c2c(-c3ccccc3)[nH]c3ccccc23)cc1 (configuration not stated) | 0.1 | 4.4 | 52.6* | -0.1
O=C1C2CC=C(Cl)CC2C(=O)N1CCN1CCCCC1 (configuration not stated) | 0.3 | 5.5 | 1.9 | -0.4
CCn1cnc2c(Nc3cccc(Cl)c3)nc(N[C@@H]3CCCC[C@@H]3N)nc21 | 1.9 | -4.5 | 46.3* | -0.2
C=CCN1C(=O)C2(C(C#N)=C(N)Oc3ccccc32)C(C(=O)OCC)=C1c1ccccc1 (configuration not stated) | -0.6 | 9.2 | 2.6 | -0.3
OCCN1CCN(Cc2cccc(Cl)c2)CC1 | -0.6 | 83.4* | 3.0 | 0.8
CC(=O)OC1N=C(c2ccc(Cl)cc2)c2cc(Br)ccc2NC1=O (configuration not stated) | 0.3 | 1.1 | 5.2 | -0.3
FC(F)(F)c1ccccc1CNCCc1ccc2c(c1)OCO2 | 0.9 | 54.7* | 8.0 | 0.2
O=C(Nc1ccc(Cl)cc1C(=O)c1ccccc1)c1ccc(S(=O)(=O)N2CCOCC2)cc1 | -1.4 | 8.0 | 5.9 | -0.1
CCSc1nc2ccccc2c(=O)n1-c1ccccc1 | -2.4 | 2.2 | 9.7 | 0.1
COC(=O)C1=C(N)OC2=C(C(=O)CCC2)C12C(=O)Nc1ccc(Br)cc12 (configuration not stated) | 0.3 | -1.7 | -4.2 | -0.2
O=C(NC(Cc1ccc2c(c1)OCO2)C(=O)O)c1ccccc1 (configuration not stated) | -1.1 | -2.2 | -1.2 | -0.1
CN1C(=C2C(=O)NC(=S)NC2=O)Sc2ccccc21 | 0.3 | 7.3 | 1.8 | 0.0
Cc1cc(C=C2C(=O)NC(=O)NC2=O)c(C)n1-c1ccncc1 | -1.0 | -1.2 | 3.6 | -1.0

One compound at a time (already shown). Screens in order: GPR151 activ	MITF primary	TEAD-YAP inh	FBW7 act
OCCN1CCN(Cc2cccc(Cl)c2)CC1 across the screens: -0.6	83.4*	3.0	0.8
O=C(Nc1ccc(Cl)cc1C(=O)c1ccccc1)c1ccc(S(=O)(=O)N2CCOCC2)cc1 across the screens: -1.4	8.0	5.9	-0.1
